dFosB act – enhances mouse delta FosB homodimer DNA binding. purified delta FosB, TAMRA-CDK5 oligo fluorescence polarization; percent of positive-control signal above neutral wells. activation, % at 25 µM. P13346. AID 493131. 340,000 tested, 0.99% active;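 active = mean activation above about 17%, with every replicate also reaching it, limit read from the data, passing the limit was not always enough; inconclusive = only one of the two conditions met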;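 note: fluorescence polarization rise as delta FosB binds a TAMRA Cdk5 AP-1 oligo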
Target sequence (P13346 whole entry, looked up): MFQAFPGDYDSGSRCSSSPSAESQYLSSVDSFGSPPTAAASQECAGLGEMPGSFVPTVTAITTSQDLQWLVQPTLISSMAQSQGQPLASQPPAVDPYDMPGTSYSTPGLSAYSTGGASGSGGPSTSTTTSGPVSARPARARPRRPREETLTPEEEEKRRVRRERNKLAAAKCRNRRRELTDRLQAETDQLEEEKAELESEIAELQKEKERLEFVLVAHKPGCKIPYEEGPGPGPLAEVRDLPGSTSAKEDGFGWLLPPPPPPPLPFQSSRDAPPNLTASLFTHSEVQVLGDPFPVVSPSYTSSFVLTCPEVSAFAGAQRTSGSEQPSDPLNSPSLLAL
PfHsp90 yeast 2 – reduces growth (ATP signal) of yeast expressing P. falciparum Hsp90. AID 504621. 310,000 tested, 0.32% active. S. cerevisiae expressing PfHsp90, BacTiter-Glo ATP, 48 h; yeast lacking PDR1 and PDR3 efflux regulators. inhibition, % at 9.4 µM;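 active = every replicate shows inhibition above about 80%, whatever the replicate mean, limit read from the data; inconclusive = mean inhibition reaches the set limit but some replicate falls short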;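 note: 0% = DMSO neutral controls and 100% = 20 µM radicicol positive controls; yeast relying on Plasmodium falciparum Hsp90 in place of its own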
Rtt109 Vps75 – blocks Candida albicans Rtt109/Vps75 acetyltransferase activity; Q5AAJ8; purified Rtt109/Vps75, ThioGlo CoA-SH fluorescence, 4 h; inhibition, % at 34.9 µM; 330,000 tested, 0.16% active; AID 540336;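 active = inhibition of at least 50% in every replicate; inconclusive = best replicate reaches 50% inhibition but some replicates fall short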
CAL PDZ FP-1 – human CAL PDZ-peptide interaction inhibition; purified CAL PDZ, TMR-peptide fluorescence polarization, 1 h; inhibition, % at 20 µM; AID 504414; Q9HD26; 330,000 tested, 0.02% active;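 active = highest replicate inhibition of at least 40%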;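 note: plate controls were DMSO neutral control wells for no effect and unlabeled competitor peptide control wells for full effect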
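material = purified tagged CAL PDZ domain construct (CerCALP) | compound dosing = 20 µM, one dose | times = 1 h at RT | measured by = fluorescence polarization from S- and P-plane intensities, G-factor corrected | read-out = inhibition from polarization loss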
NSD2 inh – inhibitors of human histone methyltransferase NSD2. NSD2 peptide methylation, AlphaScreen, 120 min. inhibition, % at 12.5 µM. 310,000 tested, 0.54% active; in the data active = inhibition above about 50%
SR-BI DiI-HDL act – activators of SR-BI mediated HDL lipid uptake. CHO ldlA[mSR-BI] cells, DiI-HDL uptake fluorescence, 3 h; 100 = double the neutral-control signal. activation, % at 12.5 µM. 320,000 tested, 0.096% active. AID 504775;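 active = mean replicate activation of at least 60% and every replicate at or above 60%; inconclusive = mean or all-replicate condition met, but not both; inactive = mean below 60% and not all replicates reaching 60%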;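 note: 0% = median plate neutral-control signal and 100% = twice that signal; values of inactives mirror those of a sister screen read the other way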
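system = CHO ldlA[mSR-BI] cells, LDL receptor-null, SR-BI overexpressing | medium = Ham's F12 with 0.5% BSA, HEPES 25 mM, pH 7.4 | probe or stimulus = DiI-HDL 10 µg/mL | compound dosing = single-point compound dose | incubation = compound exposure 3 h, 37 °C | technique = DiI fluorescence, bottom read | read-out = cell-associated DiI fluorescence as measure of HDL uptake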
SR-BI DiI inh – blocks mouse SR-BI lipid uptake from DiI-HDL; Q61009; ldlA[mSR-BI] CHO cells, DiI-HDL uptake fluorescence, 3 h; inhibition, % at 12.5 µM; 320,000 tested, 0.96% active;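 active = mean replicate inhibition of at least 70% and a set share of replicates each scoring 70 or more; inconclusive = meets just one of the two criteria; inactive = fails both criteria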;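 note: 0% = median of neutral control wells and 100% = median of positive control wells; values of inactives mirror those of a sister screen read the other way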
Target sequence (Q61009 whole entry, looked up): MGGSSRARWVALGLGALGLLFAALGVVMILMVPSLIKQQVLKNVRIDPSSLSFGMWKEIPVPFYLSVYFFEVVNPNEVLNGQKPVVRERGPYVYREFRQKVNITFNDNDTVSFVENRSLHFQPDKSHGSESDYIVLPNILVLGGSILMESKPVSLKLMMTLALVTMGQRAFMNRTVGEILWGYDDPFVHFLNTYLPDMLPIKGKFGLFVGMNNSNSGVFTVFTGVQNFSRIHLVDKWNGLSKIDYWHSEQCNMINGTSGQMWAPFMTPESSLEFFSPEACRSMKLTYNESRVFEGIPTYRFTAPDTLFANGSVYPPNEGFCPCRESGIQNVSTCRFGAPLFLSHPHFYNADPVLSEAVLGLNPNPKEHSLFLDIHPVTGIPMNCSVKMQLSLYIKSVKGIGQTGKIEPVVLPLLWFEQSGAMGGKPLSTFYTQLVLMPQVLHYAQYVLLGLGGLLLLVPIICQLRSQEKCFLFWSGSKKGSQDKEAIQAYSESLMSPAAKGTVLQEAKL
MITF act – activators of MITF-driven TRPM1 promoter activity in SK-MEL-5 cells; SK-MEL-5 TRPM1-promoter luciferase, 24 h; % of positive control, neutral wells = 0; activation, % at 12.5 µM; 300,000 tested, 0.75% active; AID 588334;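 active = mean activation of at least 80% with every replicate also reaching 80%; inconclusive = mean reaches 80% but some replicate falls short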;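 note: 0% = neutral control wells and 100% = parthenolide positive control wells; values of inactives mirror those of a sister screen read the other way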
PvdQ inh – P. aeruginosa PvdQ acylase inhibition; purified PvdQ acylase, fluorescence plate reader; inhibition, % at 10 µM; 340,000 tested, 0.063% active; in the data active = inhibition above about 30%, passing the limit was not always enough; inconclusive = no clear call, values can overlap the other calls;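 note: 0% = vehicle neutral wells and 100% = reference inhibitor wells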
CAL PDZ FP-2 – CAL PDZ (human) peptide binding inhibition. purified CAL PDZ, TMR-peptide fluorescence polarization, 1 h. inhibition, % at 24.9 µM. 300,000 tested, 0.92% active. AID 602252;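 active = mean inhibition of at least 30% with at least half of replicates also reaching 30%; inconclusive = no clear call, values can overlap the other calls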;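 note: 0% = DMSO neutral control and 100% = excess unlabeled competitor peptide PRC23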
* hit, by the source's call; ? = inconclusive; / = no result given.

No.	dFosB act	PfHsp90 yeast 2	Rtt109 Vps75	CAL PDZ FP-1	NSD2 inh	SR-BI DiI-HDL act	SR-BI DiI inh	MITF act	PvdQ inh	CAL PDZ FP-2	canonical_smiles
1	-2	8	5	-2.9	2	30	-30	-14	5	-5	COc1ccc(N2CCN(S(=O)(=O)c3ccc4c(c3)CCCC4)CC2)c([N+](=O)[O-])c1
2	-2	5	-3	-2.2	3	-10	10	35	-10	-2	Cc1nc(NC(=O)c2ccc(Br)o2)sc1C
3	-3	-46	2	/	7	3	-3	6	-11	1	CC(C1CC2CCC1C2)n1c(-c2ccco2)n[nH]c1=S (stereo unspecified)
4	3	-7	-6	1.4	0	-12	12	-8	-10	-7	CCCC(C)NC(=O)C1CC(=O)N(CCc2ccc(F)cc2)C1 (stereo unspecified)
5	-7	30	-1	-1.3	-1	25	-25	22	0	-2	CCC(=O)Nc1ccc(C2C(=O)c3ccccc3C2=O)cc1
6	-3	6	1	-2.7	-2	-17	17	-2	-8	-2	CC12CCC(=O)N1C(C(=O)Nc1ccc(Br)cc1Cl)CS2 (stereo unspecified)
7	-10	-2	-8	-1.0	/	-29	29	/	-11	-2	CCn1c(SCC(=O)Nc2cc(C)on2)nnc1-c1c[nH]c2ccccc12
8	?	-8	3	-0.7	1	-5	5	57	-17	-1	CCCC(=O)N=C1SC2CS(=O)(=O)CC2N1c1ccc(-c2nc3ccc(C)cc3s2)cc1 (stereo unspecified)
9	7	4	16	-1.9	-4	33	-33	2	7	/	O=C(c1ccccc1)c1ccccc1C(=O)N1CCCC1
10	-26	-4	2	-2.2	3	-18	18	5	-13	1	CN(C)c1cccc(C(=O)N/C=C/n2cnc3cc(C(F)(F)F)ccc32)c1
11	-9	8	-14	-1.1	/	-4	4	/	-4	-13	Cc1csc(NC(=O)CSc2nnc(Cc3cccn3C)n2-c2ccc(F)cc2)n1
12	-4	-5	-4	-0.9	/	-9	9	-1	-21	-12	O=C(Cn1cc(COc2ccc(C(=O)c3ccccc3)cc2)nn1)c1ccc(O)cc1
13	37*	/	/	-1.9	18	-1	1	/	-1	-6	COc1ccc(N(CC(=O)Nc2ccc3c(c2)OCCO3)S(=O)(=O)c2c(C)noc2C)cc1
14	4	12	-11	-0.9	-2	-1	1	/	-10	/	COc1ccccc1-c1c(C)nn2c(C)c(C(C)=O)cnc12
15	3	-10	-12	-0.2	1	-8	8	14	-9	0	O=C(CCC(=O)c1cccs1)NNC(=O)c1ccccc1Cl
16	-5	8	-2	-1.0	25	-6	6	-4	-18	/	COc1ccccc1NC(=O)C(C)OC(=O)C1CC(=O)N(c2ccc3c(c2)OCCO3)C1 (stereo unspecified)

Whole records from above:
Listed for `CC(C1CC2CCC1C2)n1c(-c2ccco2)n[nH]c1=S` (stereo unspecified) → dFosB act = -3; PfHsp90 yeast 2 = -46; Rtt109 Vps75 = 2; CAL PDZ FP-1 = /; NSD2 inh = 7; SR-BI DiI-HDL act = 3; SR-BI DiI inh = -3; MITF act = 6; PvdQ inh = -11; CAL PDZ FP-2 = 1
Listed for `CCn1c(SCC(=O)Nc2cc(C)on2)nnc1-c1c[nH]c2ccccc12` → dFosB act = -10; PfHsp90 yeast 2 = -2; Rtt109 Vps75 = -8; CAL PDZ FP-1 = -1.0; NSD2 inh = /; SR-BI DiI-HDL act = -29; SR-BI DiI inh = 29; MITF act = /; PvdQ inh = -11; CAL PDZ FP-2 = -2

Next results:
No.	dFosB act	PfHsp90 yeast 2	Rtt109 Vps75	CAL PDZ FP-1	NSD2 inh	SR-BI DiI-HDL act	SR-BI DiI inh	MITF act	PvdQ inh	CAL PDZ FP-2	canonical_smiles
17	-3	6	-1	-1.7	-2	34	-34	-7	-6	1	O=C(Nc1c(Cl)cc(Cl)cc1C(=O)NCCN1CCOCC1)c1cccc([N+](=O)[O-])c1
18	6	0	-15	-0.9	/	14	-14	-1	0	-1	CCCCn1c(N)c(N(CCC(C)C)C(=O)CSc2nnc3ccccn23)c(=O)[nH]c1=O
19	3	-9	0	0.2	1	25	-25	-5	-10	-2	O=[N+]([O-])c1c(N2CCN(CCO)CC2)nc2ccccn12
20	3	-55	3	0.7	-3	18	-18	9	-11	1	CCOC(=O)N1CCN(C(=O)C2CCN(Cc3ccc(O)c(OCC)c3)CC2)CC1
21	-21	/	1	-1.3	0	-55	55	0	-5	20	O=C(NC(NC(=S)Nc1ccccc1Cl)C(Cl)(Cl)Cl)c1cccc(Cl)c1 (stereo unspecified)
22	2	1	0	-0.3	0	11	-11	-13	12	-3	CC(C)(C)OC(=O)NNC(=O)Nc1ccccc1C(F)(F)F
23	-2	/	-4	-1.4	-2	-4	4	/	-16	/	COC(=O)N1CC(=O)N(OC)C1c1ccc(Cl)cc1Cl (stereo unspecified)
24	-11	-4	1	-5.9	4	29	-29	8	-21	-3	C/C(=N/OC(=O)C1CC1c1ccccc1)c1ccccc1 (stereo unspecified)
25	-7	-2	6	0.9	-3	14	-14	-8	-3	-1	O=C1COCC(=O)N1CCc1c[nH]c2ccccc12
26	-6	22	13	-2.4	47	6	-6	-4	5	-1	CC(C(=O)NCC1CCCCC1)N(C)Cc1cccc(Cl)c1 (stereo unspecified)
27	0	-1	3	-1.3	-1	0	0	-17	-20	0	COc1cc2c(cc1OC)CN(C(=O)c1cc3ccccc3oc1=O)CC2
28	-5	10	2	0.9	2	4	-4	-2	-21	-2	O=C(/C=C/c1ccc(Cl)cc1)c1cccnc1
29	-8	1	10	-0.5	-1	5	-5	-10	14	2	CC1(C(=O)NNC(=O)c2ccc([N+](=O)[O-])cc2)CC1(Br)Br (stereo unspecified)
30	0	19	-4	-2.4	-3	36	-36	-8	-1	0	COc1cccc(C(=O)NCCSc2ccc(C)cc2)c1
31	5	23	2	-0.3	0	24	-24	13	4	-3	Cc1ccc(S(=O)(=O)N2CCN(c3ccc([N+](=O)[O-])c4cccnc34)CC2)cc1
32	3	-28	-2	-0.4	-2	-9	9	37	-2	0	CCOC(=O)c1oc2cc(O)cc(C)c2c1C

Sorted by the number under PfHsp90 yeast 2 (lowest first): 5 from the list above.
No.	dFosB act	PfHsp90 yeast 2	Rtt109 Vps75	CAL PDZ FP-1	NSD2 inh	SR-BI DiI-HDL act	SR-BI DiI inh	MITF act	PvdQ inh	CAL PDZ FP-2	canonical_smiles
25	-7	-2	6	0.9	-3	14	-14	-8	-3	-1	O=C1COCC(=O)N1CCc1c[nH]c2ccccc12
27	0	-1	3	-1.3	-1	0	0	-17	-20	0	COc1cc2c(cc1OC)CN(C(=O)c1cc3ccccc3oc1=O)CC2
28	-5	10	2	0.9	2	4	-4	-2	-21	-2	O=C(/C=C/c1ccc(Cl)cc1)c1cccnc1
30	0	19	-4	-2.4	-3	36	-36	-8	-1	0	COc1cccc(C(=O)NCCSc2ccc(C)cc2)c1
26	-6	22	13	-2.4	47	6	-6	-4	5	-1	CC(C(=O)NCC1CCCCC1)N(C)Cc1cccc(Cl)c1 (stereo unspecified)

(list continues)
No.	dFosB act	PfHsp90 yeast 2	Rtt109 Vps75	CAL PDZ FP-1	NSD2 inh	SR-BI DiI-HDL act	SR-BI DiI inh	MITF act	PvdQ inh	CAL PDZ FP-2	canonical_smiles
33	-8	6	/	-1.5	-2	-21	21	-5	5	1	COc1cccc(NC(=O)c2ccc(N3C(=O)C4CC=C(C)CC4C3=O)cc2)c1 (stereo unspecified)
34	-9	23	1	0.2	-1	/	/	3	-7	-4	C=CCN1CCN(C(=O)c2oc3ccccc3c2C)CC1
35	-8	11	13	-1.7	20	-4	4	-7	15	/	CCCCSc1nnc(CCCCCNC(=O)OC(C)(C)C)o1
36	-1	7	31	-3.3	-6	-4	4	5	-2	1	COc1ccccc1CCC(=O)N(C)CC(=O)Nc1ccc(F)cc1
37	2	/	/	-2.1	-2	10	-10	/	5	-3	Cc1cc(OCC(=O)NCCCN2CCOCC2)cc(C)c1Cl
38	-1	-2	12	-0.4	0	13	-13	/	6	/	COC(=O)CC1C(=O)NC2CCCCC2N1C(=O)CCl (stereo unspecified)
39	3	-1	7	-2.4	-1	-15	15	/	4	-3	COc1cc2c(cc1OC)CN(C(=S)Nc1cccc(Cl)c1C)CC2
40	3	-17	-8	-0.8	-3	16	-16	3	-7	0	CCOc1ccc(C(=O)OCC(=O)Nc2ccc3c(c2)OCCO3)cc1OC
41	-7	-14	2	-0.2	2	29	-29	15	-25	2	O=C(CSc1ncn[nH]1)N1CCN(S(=O)(=O)c2ccc(Cl)cc2)CC1
42	9	14	11	1.2	3	55	-55	8	-1	-2	CCS(=O)CCSC(=N)N (stereo unspecified)
43	5	0	3	-0.8	18	7	-7	1	3	-3	Cc1c(Br)c(=O)oc2c(Br)c(O)ccc12
44	-8	-4	51*	-2.3	0	13	-7	0	3	2	Cc1nc2ccccc2n1CC(=O)NC1CCCC1
